Lipid storage S3: qHTS Assay for Lipid Storage Modulators in Drosophila S3 Cells; Drosophila S3 cells, BODIPY lipid droplet fluorescence, 18-24 h; cells fed with added oleic acid; Potency in µM for hits, for the others lipid storage change, negative = inhibition, % at the top dose, mostly 46.1 µM; 0.64% of 320,000 active; AID 2685; active = well fitted inhibition curve with a large enough effect in the signal ratio, with a control signal flat, not every such curve was filed as active; inconclusive = small, poorly fitted or top-dose-only effect, or effect the other way, or a change in a side signal; the % refers to the signal ratio
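Laser-scanning cytometry quantifies lipid droplet accumulation (500–530 nm total intensity; droplet/cell object ratio) in oleic acid-fed (400 uM added) Drosophila S3 cells treated with a concentration series. 20 uM Triacsin C defined 100% inhibition.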
Lipid storage S3 cell count max: also measured in Lipid storage S3; calls as there; cell number change, %; measured here: cell count max response;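 cells counted by Cell Tracker Red CMTPX staining in the red channel; peak over a dose series mostly up to 46.1 µM; percent activity relative to internal control wells on each plate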
Numbers without * were called inactive; i = inactive; ? = inconclusive; . = not tested or not shown. % is scaled to controls: 0 for no effect and ±100 for the full control effect; potency is read from the fitted curve at half-maximal effect. Only part of the results is shown; count on the stated rates, not on these rows.

SMILES	Lipid storage S3	Lipid storage S3 cell count max
O=C(Nc1cnn(Cc2ccc(F)cc2)c1)c1cc(-c2ccco2)on1	2%	20
COc1cc(/C=C2\OC(=O)c3c(OC)cccc32)ccc1O	i	.
O=C(C1CCC(CNS(=O)(=O)c2ccccc2)CC1)N1CCCCC1 (stereo not given)	0%	6
Cc1cc(C)c(/C=C(\C#N)C(N)=S)c(C)c1	?	.
Cc1ccc(CN2C(=O)N/C(=C/c3cc(C)n(-c4ccccn4)c3C)C2=O)cc1	?	.
COc1cc(/C=N/NC(=O)c2ccc(-n3cccc3)cc2)ccc1O	27%	25
NC(=S)Nc1nc2ccccc2s1	2%	-13
CC1(C)Cc2c(sc(NC(=O)C(=O)N3CCOCC3)c2C#N)CO1	i	-11
CCCCCCNc1nc(NCc2ccco2)nc(OCC)n1	i	7
CCN=C(NCC)SC1CC(=O)N(c2ccc(OC)cc2)C1=O (stereo not given)	i	.
O=C(Nc1cccc(Cl)c1)Nc1cc(S(=O)(=O)N2CCOCC2)ccc1N1CCCC1	?	.
O=C(CCc1nc2ccccc2c(=O)[nH]1)Nc1cc(C(F)(F)F)ccc1N1CCOCC1	?	.
C[C@@H]1CN(CCCn2c3ccccc3c3ccccc32)C[C@H](C)N1	?	.
Cc1cc(NC(=O)COC(=O)C2CCN(S(=O)(=O)c3ccccc3)CC2)c([N+](=O)[O-])cc1C	-18%	-3
O=C1CC(c2c[nH]c3ccccc23)C(=O)N1 (stereo not given)	8%	11
COc1ccc(C(=O)/C=C/C(=O)N(CC(=O)NC2CCCCC2)Cc2ccc(F)cc2)c(O)c1	-7%	-19
COCCn1c(SCC(=O)Nc2cc(C)on2)nnc1C(C)C	?	.
O=C(O)/C=C\C(=O)Nc1cccc(C(=O)Nc2cccc(O)c2)c1	20%	9
Cc1ccc(CNC(=O)c2ccc(CS(=O)(=O)c3ccccc3)o2)cc1	5%	.
CC1(C)N=C(/C=N/O)CN1O	6.5µM*	1.4*
CN(CC(=O)Nc1ccc(N2CCOCC2)cc1)C(=O)c1ccc(O)c(Cl)c1	?	.
CC(Oc1ccc(S(=O)(=O)N2CCCC2)cc1[N+](=O)[O-])C(=O)N(C)c1ccccc1 (stereo not given)	12%	.
CC(=O)Nc1ccc(NC(=O)c2ccc([N+](=O)[O-])cc2Cl)cc1	?	.
O=C(COC(=O)c1cccc(S(=O)(=O)N2CCCC2)c1)Nc1ccccc1Cl	?	.
CCN(CC)CCCNC(=O)c1cc(Nc2ccc(OC)cc2)nc2ccccc12	8%	-1
CC(NCc1cccs1)C(=O)NC1CCCCC1 (stereo not given)	-14%	11
C(=N\Nc1nc(Nc2ccccc2)nc(Nc2ccccc2)n1)/c1cccnc1	?	.
Cc1nn(C)c(C)c1CNC(=O)c1nn2c(c1Cl)NC(c1cccs1)CC2C(F)(F)F (stereo not given)	?	.
O=C(CNC(=O)c1cccs1)OCC(=O)c1ccccc1	?	.
Cc1ccc(CNC(=O)C2CCCN(S(=O)(=O)N3CCC(C)CC3)C2)cc1 (stereo not given)	?	.
CCN1CCC[C@H]1CNC(=O)c1c(O)c(Cl)cc(Cl)c1OC	1%	-10
O=[N+]([O-])c1cccc(CN2CCN(c3ncccn3)CC2)c1	?	.
COc1cccc(CN2CCNC(=O)C2CC(=O)NC2CCCC2)c1OC (stereo not given)	?	.
COc1ccc(CCNC(=O)c2cnn3c(C(F)F)cc(C)nc23)cc1OC	?	.
CC(C)CC(=O)N/N=C/c1c(N)n(C)c(=O)n(C)c1=O	-16%	0
CCCCC(=O)NC1(C(F)(F)F)C(=O)N(Cc2ccco2)C(C)=C1C(=O)OC (stereo not given)	?	.
C#CCOCCOCCOCCNc1nc(N2CCN(C(=O)CCCCCCCCCCNC(=O)[C@H]([C@@H](C)CC)n3cc(CCCCCN)nn3)CC2)nc(N2CCN(C(=O)CCCCCCCCCCNC(=O)[C@H]([C@@H](C)CC)n3cc(CCCCN=C(N)N)nn3)CC2)n1	?	.
CN(/N=C/c1ccc(Cl)cc1Cl)c1ncc(Cl)cc1C(F)(F)F	-1%	.
COc1ccc(C(C#N)c2nc3ccccc3nc2Cl)cc1 (stereo not given)	?	.
S=c1c2c(nc3nc[nH]n13)CCC2	-5%	8
Fc1ccc(CNC2CCN(Cc3ccccc3)CC2)cc1	?	.
CCCCCCC1/C(=N/O)CCC1C(=O)OC (stereo not given)	?	.
CCCS(=O)(=O)C(=C1Nc2ccccc2N1)S(=O)(=O)CCC	?	.
CCCN1CCN(CCCNC(=O)C(CC)n2nc(C)n3c(cc4occc43)c2=O)CC1 (stereo not given)	?	.
O=C(c1ccccc1Oc1ccc(C(F)(F)F)cc1[N+](=O)[O-])N1CCOCC1	?	.
N#Cc1cc2c(nc1SCC(O)CS(=O)(=O)Cc1ccccc1)CCCC2 (stereo not given)	20%	9
O=S(=O)(NNc1ncc(C(F)(F)F)cc1Cl)c1ccccc1	11%	-6
Cc1ccc(-n2cc(CN(C)Cc3nccn3C)c(-c3ccc(F)cc3)n2)cc1	0%	-14
CC(C)OC(=O)CSc1nnc(CNc2nc(-c3ccccc3)cs2)n1C	?	.
CCN(c1ccc(OC)cc1)S(=O)(=O)c1cc(-c2cc(C)no2)ccc1C(C)C	?	.

Fetched one by one from the entries so far:
SMILES	Lipid storage S3	Lipid storage S3 cell count max
CCCS(=O)(=O)C(=C1Nc2ccccc2N1)S(=O)(=O)CCC	?	.
CCN(c1ccc(OC)cc1)S(=O)(=O)c1cc(-c2cc(C)no2)ccc1C(C)C	?	.
CCCN1CCN(CCCNC(=O)C(CC)n2nc(C)n3c(cc4occc43)c2=O)CC1 (stereo not given)	?	.
Fc1ccc(CNC2CCN(Cc3ccccc3)CC2)cc1	?	.

(continued)
SMILES	Lipid storage S3	Lipid storage S3 cell count max
COc1cc(-c2ccc3sc(-c4ccsc4)c(C#CCO)c3c2)cc(OC)c1OC	?	.
CCCCOc1ccc(C(=O)N2CCN(CC(=O)Nc3ccc(C)cc3)CC2)cc1OC	?	.
CCCCN(C(=O)CCn1c(=O)oc2ccccc21)c1ccccc1	i	18
O=c1cc(N2CCc3ccccc32)[nH]c(=O)n1-c1ccccc1	-6%	1
COCCNC(=O)CN(c1ccc(F)cc1)S(=O)(=O)c1ccc2c(c1)OCCO2	?	.
O=C(Nc1nccs1)c1cc2c(s1)-c1ccccc1OC2	?	.
Cc1ccc(S(=O)(=O)N2CCCC(N3CCOCC3)C2)cc1Cl (stereo not given)	9%	-2
CN(C)S(=O)(=O)c1ccc(C(=O)Nc2ccc(F)cc2F)cc1	?	.
Cc1ccc(-n2c(CCc3ccccc3)nnc2SCC(=O)NCc2ccccc2)cc1C	?	.
CCn1c(CCNC(=O)c2ccc(Cl)c(Cl)c2)nnc1SCCOc1ccc(OC)cc1	?	.
CCOC(=O)N1CCC(n2c(SCC(=O)NCCc3ccc(S(N)(=O)=O)cc3)nc3ccccc3c2=O)CC1	4%	-4
CCOC(=O)C1(Cc2cccc(Cl)c2)CCCN(C(=O)CN2C(=O)CSC2=O)C1 (stereo not given)	?	.
O=C(Nc1cccc(F)c1)C1CCCN1C(=O)OCc1ccccc1 (stereo not given)	-24%	0
O=C(COC(=O)c1ccc(Cl)nc1)NCCNC(=O)COC(=O)c1ccc(Cl)nc1	?	.
COc1ccc(-c2c(C)n([O-])c(C)c(C)[n+]2=O)cc1	?	.
O=C(CSc1nnnn1-c1ccc2c(c1)OCO2)NCc1cccs1	i	.
Cc1ccc(OCCNCc2ccccc2)c(C)c1	?	.
CC(C)(C)NC(=O)C1CCC(CNc2c(N3CCCCC3)c(=O)c2=O)CC1 (stereo not given)	?	.
COc1cc([N+](=O)[O-])ccc1NC(=O)CC(C)C	?	.
CCOc1[nH]n(-c2ccccc2)c(=O)c1C=Nc1ccc(Cl)cc1	-6%	-12
COc1ccc(OC)c(C(=O)c2coc3ccc(OC(C)=O)cc23)c1	?	.
C=CCSc1nc(N)c2c(C)c(C)sc2n1	?	.
CC(=O)Nc1ccc(S(=O)(=O)N2CCN(Cc3ccccc3[N+](=O)[O-])CC2)cc1	?	.
O=C(Nc1ccc(F)cc1F)c1csc(-c2ccncc2)n1	?	.
COCCNC(=O)C(=O)NCCN1CCNCC1	17%	-1
COc1ccc(S(=O)(=O)Nc2cc3c4c(c2)CCN4C(=O)CC3)cc1C	?	.
O=c1c2c3nc4ccccc4nc3n(/N=C/c3ccncc3)c2ncn1-c1ccccc1	15%	17
CCCNC(=O)c1ccc(-c2nc3ccccc3s2)s1	?	.
CC(Oc1ccccc1)C(=O)N1CCN(c2ccc(N3CCOCC3)nn2)CC1 (stereo not given)	i	.
COc1ccc(OC)c(NC(=O)c2nnn(CCc3ccccc3)c2N)c1	-23%	-20

Single records (already shown):
Record of `COc1ccc(C(C#N)c2nc3ccccc3nc2Cl)cc1` (stereo not given) → Lipid storage S3 = ?; Lipid storage S3 cell count max = .
Record of `O=C(CCc1nc2ccccc2c(=O)[nH]1)Nc1cc(C(F)(F)F)ccc1N1CCOCC1` → Lipid storage S3 = ?; Lipid storage S3 cell count max = .
Record of `COc1cccc(CN2CCNC(=O)C2CC(=O)NC2CCCC2)c1OC` (stereo not given) → Lipid storage S3 = ?; Lipid storage S3 cell count max = .

(listing goes on)
SMILES	Lipid storage S3	Lipid storage S3 cell count max
CN(CCN1CCc2ccccc2C1)Cc1nc(-c2ccc3c(c2)OCO3)no1	11%	5
Cc1cc(C)c(S(=O)(=O)N2CCOCC2)cc1NS(=O)(=O)c1cc(OCC(N)=O)c(C)cc1Cl	17%	21
CCOc1ncccc1C(=O)OCC(=O)Nc1ncc(C(F)(F)F)cc1Cl	i	.
COCCNC(=O)c1ccccc1NC(=O)C1COc2ccccc2O1 (stereo not given)	?	.
O=C(c1ccccc1)c1cn[nH]c1-c1ccccc1O	?	.
CN(CC(=O)Nc1ccccc1Br)C(=O)c1ccc(COc2ccccc2)cc1	?	.
CC1=CC(C)(C)N(C(=O)CCl)c2cc(C)ccc21	?	.
Cc1ccnc2nc(C(=O)Nc3ccc(N4CCOCC4)cc3)nn12	?	.
CCn1c(SCc2nc3ccccc3c(=O)[nH]2)nnc1-c1cccnc1	?	.
CCO/C=N/Nc1nc(C(F)(F)F)nc2c1cnn2Cc1ccccc1	?	.
COc1ccc([C@@H]2[C@@H]3C(=O)N(C(C)(C)C)C(=O)[C@@H]3[C@]3(Cc4ccccc4)C(=O)N(c4cccc(C)c4)C(=O)N23)cc1	?	.
COc1ccc(-c2ccc(-c3noc(-c4ccc(OC)c(OC)c4)n3)c(OC)n2)cc1	?	.
CCOc1cc(CNC2CCCC2)cc(Cl)c1OCc1ccc(F)cc1	?	.
Cc1cc(N=Cc2cc(Cl)ccc2O)no1	?	.
O=C(NCc1ccco1)c1cccc(NS(=O)(=O)c2ccccc2F)c1	0%	-17
CSc1ccc(CN2CCC(n3nccc3NC(=O)CCCc3ccccc3)CC2)cc1	?	.
CCN1C(=O)C(c2ccc(O)cc2)(c2ccc(O)cc2)c2ccccc21	-1%	12
CCCCNC(=O)c1cc2c(=O)n3cccc(C)c3nc2n(Cc2ccncc2)c1=N	?	.
Nc1cc(C(=O)OCC(=O)NNC(=O)c2ccccc2)ccc1Cl	11%	13
Cc1ccc(NC(=O)c2c(C)nc(Nc3nc4ccccc4o3)nc2C)cc1	?	.

Nothing new here: an excerpt of the list.
SMILES	Lipid storage S3	Lipid storage S3 cell count max
O=C(Nc1cnn(Cc2ccc(F)cc2)c1)c1cc(-c2ccco2)on1	2%	20
COc1cc(/C=C2\OC(=O)c3c(OC)cccc32)ccc1O	i	.
O=C(C1CCC(CNS(=O)(=O)c2ccccc2)CC1)N1CCCCC1 (stereo not given)	0%	6
Cc1cc(C)c(/C=C(\C#N)C(N)=S)c(C)c1	?	.

Further structures.
SMILES	Lipid storage S3	Lipid storage S3 cell count max
CCOC(=O)C1(CC)NC(c2ccc(OC)c(OC)c2)C2C(=O)N(c3cccc(C(C)=O)c3)C(=O)C21 (stereo not given)	?	.
CCOC(=O)C1CCN(C(=O)C2(NC(=O)Nc3ccc(F)cc3F)CCCCC2)CC1	?	.
O=C1Nc2ccccc2N=C(c2ccccc2)c2ccccc21	?	.
COc1ccccc1CNC(=O)c1c(N)n(CCCN2CCOCC2)c2nc3ccccc3nc12	?	.
CCn1c(SCC(=O)NCC(=O)Nc2ccc(F)cc2)nnc1-c1ccncc1	-4%	-12
CN1C(C(=O)Nc2ccc(F)cc2F)=CC(c2ccco2)=NS1(=O)=O	28%	12
CCOC(=O)Cn1nc(C)n(-c2cccc(Cl)c2)c1=O	24%	-3
O=C(NC1CCN(C(=O)NCc2ccccc2)CC1)c1ccc(F)cc1	?	.
CCc1ccc(OC(=O)Cc2ccc(OC)c(S(=O)(=O)N3CCOCC3)c2)cc1	?	.
Cn1cc(CN2CCC(C(O)c3cccs3)CC2)c(-c2cccc(Cl)c2)n1 (stereo not given)	?	.
O=C(CNS(=O)(=O)c1ccc2ccccc2c1)Nc1ccc(F)c(F)c1F	?	.
CCn1c(COc2ccc(C)cc2)nnc1SCC(=O)NCc1ccco1	?	.
Cc1c(C)c(C)c(S(=O)(=O)NCCc2ccncc2)c(C)c1C	-26%	8
COc1ccc(OC)c(NC(=O)CC(NCCC2=CCCCC2)C(=O)O)c1 (stereo not given)	4.6µM*	1.6*
Cc1nn(-c2ccccc2)c2sc(C(=O)NNC(=O)COc3ccccc3)cc12	?	.
COc1ccccc1-n1c(N)c(C(N)=O)sc1=S	-2%	7
COc1cccc(C(=O)NC2CCCc3c2cnn3-c2ccc(C)c(C)c2)c1OC (stereo not given)	?	.

Screens: PubChem, National Center for Advancing Translational Sciences (NCATS)
